LAP4-GFP MLPCN – modulators of LAP4-GFP expression in yeast, primary screen, S. cerevisiae, multiplex flow cytometry, MLPCN library; 3 h; median GFP as percent of DMSO wells; GFP response vs DMSO, % at 10 µM; 0.34% of 320,000 active; AID 2023, 2009;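 active means GFP response vs DMSO above a set limit, about the screen mean plus 3 SD, cut at about 150% in these data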
VLA-4 inh – inhibition in human VLA-4 binding assay, primary screen, VLA-4 allosteric modulator project, MLPCN library, flow cytometry, VLA-4 expressing cells; 0.2% of 330,000 active; inhibition, % (about 7 µM as worked out from the volumes in the protocol); ligand binding flow cytometry; in the data active means inhibition above about 50%
AGP1-GFP MLPCN – modulators of AGP1-GFP expression in yeast TOR pathway, primary screen, cell-based, multiplex flow cytometry, S. cerevisiae, MLPCN library | 3 h; GFP as percent of DMSO wells | 0.02% of 320,000 active | GFP response vs DMSO, % at 10 µM | AID 2066, 2009;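 active means GFP response relative to DMSO above a set limit, near screen average plus 3 SD, cut at about 150% in these data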;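 further: median GFP channel fluorescence of the gated AGP1 strain per well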
MEP2 TOR yeast – modulators of MEP2-GFP levels in yeast, primary screen, S. cerevisiae, multiplex flow cytometry, MLPCN library | S. cerevisiae MEP2-GFP strain, 3 h; 100% = DMSO control level | GFP response vs DMSO, % at 10 µM | 0.51% of 330,000 active;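 active means GFP response versus DMSO above a set limit, roughly screen mean plus 3 SD, cut at about 180% in these data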;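 further: median GFP fluorescence of the barcode-gated MEP2-GFP cells per well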
RPL19A-GFP yeast – RPL19A-GFP expression modulators in yeast, primary screen, cell-based, S. cerevisiae, multiplex flow cytometry, MLPCN; S. cerevisiae RPL19A-GFP strain, 3 h; hits give low values; percent response vs DMSO, % at 10 µM; 0.3% of 330,000 active; AID 2025, 2009;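 active means percent response vs DMSO below 50%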;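 further: median channel GFP fluorescence of the barcoded RPL19A-GFP strain; ratio of sample median GFP to plate DMSO average so 100% = DMSO; lower means less RPL19A-GFP as with rapamycin TOR inhibition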
GRK2 aptamer HTS – compounds blocking aptamer binding on GRK2 – biochemical, human GRK2, bead flow cytometry, HTS, primary screen; FAM-aptamer displacement from GRK2; inhibition of aptamer binding, % at 10 µM; AID 488847, 2010; Beta-adrenergic receptor kinase 1 (Homo sapiens), P25098; 0.59% of 330,000 active;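 active means inhibition of aptamer binding above 40%, roughly 3 SD of noise, on plates passing a quality check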;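 further: median bead fluorescence of bound FAM aptamer so fluorescent compounds give negative values; no value below 0 was filed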
Target sequence (P25098 whole entry, looked up): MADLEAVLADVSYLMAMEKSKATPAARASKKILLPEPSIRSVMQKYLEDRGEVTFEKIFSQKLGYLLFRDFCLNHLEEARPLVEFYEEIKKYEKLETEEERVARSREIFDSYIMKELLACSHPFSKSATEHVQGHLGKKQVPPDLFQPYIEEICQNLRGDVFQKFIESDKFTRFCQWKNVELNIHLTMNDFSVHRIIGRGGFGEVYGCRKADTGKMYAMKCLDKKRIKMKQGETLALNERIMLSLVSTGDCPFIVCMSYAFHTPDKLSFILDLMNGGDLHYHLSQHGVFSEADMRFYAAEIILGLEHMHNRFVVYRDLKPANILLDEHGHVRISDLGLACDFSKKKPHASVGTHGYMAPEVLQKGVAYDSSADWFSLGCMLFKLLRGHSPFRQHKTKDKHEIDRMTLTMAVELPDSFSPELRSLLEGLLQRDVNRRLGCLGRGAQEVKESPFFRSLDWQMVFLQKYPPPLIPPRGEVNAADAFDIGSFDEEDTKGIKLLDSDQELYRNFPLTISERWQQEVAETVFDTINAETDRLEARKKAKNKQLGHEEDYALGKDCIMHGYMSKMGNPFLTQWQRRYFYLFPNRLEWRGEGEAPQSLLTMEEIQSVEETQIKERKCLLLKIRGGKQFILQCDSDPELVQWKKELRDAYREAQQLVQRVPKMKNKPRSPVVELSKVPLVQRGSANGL
CIT2 TOR yeast – modulators of CIT2-GFP expression in yeast, primary screen, S. cerevisiae, GFP fusion, multiplex flow cytometry, MLPCN library | S. cerevisiae CIT2-GFP strain, 3 h; 100 means same as DMSO wells | GFP response vs DMSO, % at 10 µM | 0.065% of 320,000 active | AID 2029, 2009;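 active means GFP response relative to DMSO above a set limit, near the screen mean plus 3 SD, cut at about 150% in these data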;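 further: ratio of well median GFP fluorescence to mean of DMSO wells on the plate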
Yeast superoxide – reduction of superoxide in aged yeast, primary screen, HTS; S. cerevisiae aged cells, superoxide DHE fluorescence; hits give low values; superoxide response (% of plate mean), % at 10 µM; 0.18% of 330,000 active; AID 2690, 2010;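 active means superoxide response under a set limit, about three screen SD below normal, cut at about 65% in these data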;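 further: yeast aged for seven days with compound at 30 °C before DHE staining; 100% = average MFI of all compound-treated wells on the plate with controls excluded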
An asterisk follows results filed as active.

Cc1ccccc1N1C(=O)C(Oc2ccc(Cl)cc2)C1CNC(C)(C)C (stereo unspecified) was read as LAP4-GFP MLPCN 98, VLA-4 inh 8, AGP1-GFP MLPCN 100, MEP2 TOR yeast 102, RPL19A-GFP yeast 101, GRK2 aptamer HTS 0, CIT2 TOR yeast 101 and Yeast superoxide 100.
Screening CCOc1ccc(NC(=O)CSc2nnc(C3CC3)n2C2CC2)cc1 returned LAP4-GFP MLPCN 96, VLA-4 inh -11, AGP1-GFP MLPCN 101, MEP2 TOR yeast 95, RPL19A-GFP yeast 96, GRK2 aptamer HTS 1, CIT2 TOR yeast 101 and Yeast superoxide 106.
For Fc1ccccc1CCNc1c2c(nc3ncnn13)CCCC2 the results were LAP4-GFP MLPCN 106, VLA-4 inh 2, AGP1-GFP MLPCN 100, MEP2 TOR yeast 99, RPL19A-GFP yeast 96, GRK2 aptamer HTS 1, CIT2 TOR yeast 95 and Yeast superoxide 88.
For O=[N+]([O-])c1ccc(Nc2nc(NCCO)nc(N3CCCC3)n2)cc1 the results were LAP4-GFP MLPCN 91, VLA-4 inh 6, AGP1-GFP MLPCN 93, MEP2 TOR yeast 95, RPL19A-GFP yeast 97, GRK2 aptamer HTS 1, CIT2 TOR yeast 92 and Yeast superoxide 104.
Screening Cc1ccc2c(c1)N(C(=O)CCC(=O)N1CCN(c3ccccn3)CC1)CCO2 returned LAP4-GFP MLPCN 95, VLA-4 inh -11, AGP1-GFP MLPCN 96, MEP2 TOR yeast 98, RPL19A-GFP yeast 96, GRK2 aptamer HTS 0, CIT2 TOR yeast 98 and Yeast superoxide 127.
Screening Cc1ccc2c(c1)CCCN2CC(=O)N(C)c1c(N)n(Cc2ccccc2)c(=O)[nH]c1=O returned LAP4-GFP MLPCN 105, VLA-4 inh -19, AGP1-GFP MLPCN 94, MEP2 TOR yeast 95, RPL19A-GFP yeast 97, GRK2 aptamer HTS 0, CIT2 TOR yeast 94 and Yeast superoxide 100.
Screening Oc1ccc(-c2[nH]ncc2-c2ccc(Br)cc2)c(O)c1 returned LAP4-GFP MLPCN 96, VLA-4 inh 5, AGP1-GFP MLPCN 96, MEP2 TOR yeast 109, RPL19A-GFP yeast 102, GRK2 aptamer HTS 0, CIT2 TOR yeast 97 and Yeast superoxide 108.
For COCCCN(C(=O)c1ccc(N2CCCC2=O)cc1)c1c(N)n(Cc2ccccc2)c(=O)[nH]c1=O the results were LAP4-GFP MLPCN 91, VLA-4 inh -4, AGP1-GFP MLPCN 82, MEP2 TOR yeast 89, RPL19A-GFP yeast 83, GRK2 aptamer HTS 0, CIT2 TOR yeast 83 and Yeast superoxide 97.
For O=C(CN1CCN(c2cccc(C(F)(F)F)c2)CC1)Nc1cccc(C(F)(F)F)c1 the results were LAP4-GFP MLPCN 85, VLA-4 inh 0, AGP1-GFP MLPCN 87, MEP2 TOR yeast 91, RPL19A-GFP yeast 94, GRK2 aptamer HTS 2, CIT2 TOR yeast 82 and Yeast superoxide 109.
Screening O=C(Nc1cnn(Cc2ccc(Cl)cc2)c1)C1CCCC1 returned LAP4-GFP MLPCN 109, VLA-4 inh 3, AGP1-GFP MLPCN 111, MEP2 TOR yeast 104, RPL19A-GFP yeast 102, GRK2 aptamer HTS 1, CIT2 TOR yeast 102 and Yeast superoxide 123.
`O=c1ccccn1Cc1c(F)cccc1Cl` gave LAP4-GFP MLPCN 97, VLA-4 inh -12, AGP1-GFP MLPCN 101, MEP2 TOR yeast 98, RPL19A-GFP yeast 97, GRK2 aptamer HTS 0, CIT2 TOR yeast 105 and Yeast superoxide 101.
Cc1ccc(C)c(NC(=O)C(=O)NCC2CCCN2S(=O)(=O)c2cccs2)c1 (stereo unspecified) was read as LAP4-GFP MLPCN 113, VLA-4 inh 2, AGP1-GFP MLPCN 110, MEP2 TOR yeast 98, RPL19A-GFP yeast 97, GRK2 aptamer HTS 0, CIT2 TOR yeast 94 and Yeast superoxide 100.
`CCOc1cc(/C=C2\SC(=Nc3ccc(F)cc3)N(c3ccc(F)cc3)C2=O)ccc1OCC(=O)O` gave LAP4-GFP MLPCN 103, VLA-4 inh -2, AGP1-GFP MLPCN 103, MEP2 TOR yeast 102, RPL19A-GFP yeast 99, GRK2 aptamer HTS 0, CIT2 TOR yeast 111 and Yeast superoxide 115.
`Cc1c(C(=O)N2CCN(Cc3ccc4c(c3)OCO4)CC2)cccc1[N+](=O)[O-]` gave LAP4-GFP MLPCN 113, VLA-4 inh 0, AGP1-GFP MLPCN 103, MEP2 TOR yeast 92, RPL19A-GFP yeast 91, GRK2 aptamer HTS 2, CIT2 TOR yeast 91 and Yeast superoxide 94.
Screening Cc1ccc(-n2cc(-c3ccc([N+](=O)[O-])cc3)[nH]c2=S)c(C)c1 returned LAP4-GFP MLPCN 86, VLA-4 inh 9, AGP1-GFP MLPCN 84, MEP2 TOR yeast 98, RPL19A-GFP yeast 94, GRK2 aptamer HTS 4, CIT2 TOR yeast 86 and Yeast superoxide 103.
Screening Cc1ccnc(NC(=O)c2ccc(NC(=O)c3ccco3)cc2)c1 returned LAP4-GFP MLPCN 97, VLA-4 inh 10, AGP1-GFP MLPCN 96, MEP2 TOR yeast 98, RPL19A-GFP yeast 94, GRK2 aptamer HTS 1, CIT2 TOR yeast 85 and Yeast superoxide 109.
Screening COc1ccc(CNc2ncc(-c3ccccc3)n2C)cc1 returned LAP4-GFP MLPCN 88, VLA-4 inh 4, AGP1-GFP MLPCN 96, MEP2 TOR yeast 107, RPL19A-GFP yeast 100, GRK2 aptamer HTS 0, CIT2 TOR yeast 104 and Yeast superoxide 101.
For COc1cc(NC(=O)c2ccc(F)cc2)c(OC)cc1NC(=O)CN1CCCCC1 the results were LAP4-GFP MLPCN 97, VLA-4 inh 1, AGP1-GFP MLPCN 102, MEP2 TOR yeast 104, RPL19A-GFP yeast 102, GRK2 aptamer HTS 5, CIT2 TOR yeast 96 and Yeast superoxide 92.
For O=C(NCCc1ccc(Cl)cc1)c1cnc2n(c1=O)CCS2 the results were LAP4-GFP MLPCN 101, VLA-4 inh 27, AGP1-GFP MLPCN 101, MEP2 TOR yeast 104, RPL19A-GFP yeast 102, GRK2 aptamer HTS 1, CIT2 TOR yeast 102 and Yeast superoxide 103.
`O=C(COC(=O)CCc1c[nH]c2ccccc12)NC(c1ccccc1)c1ccccc1` gave LAP4-GFP MLPCN 94, VLA-4 inh 24, AGP1-GFP MLPCN 103, MEP2 TOR yeast 112, RPL19A-GFP yeast 106, GRK2 aptamer HTS 0, CIT2 TOR yeast 105 and Yeast superoxide 97.
For Cc1ccc(S(=O)(=O)NCCC(=O)N2CCCC(C)C2)cc1 (stereo unspecified) the results were LAP4-GFP MLPCN 95, VLA-4 inh 14, AGP1-GFP MLPCN 107, MEP2 TOR yeast 94, RPL19A-GFP yeast 98, GRK2 aptamer HTS 0, CIT2 TOR yeast 95 and Yeast superoxide 98.
Cc1cccc(NC(=O)Cn2nnc(C(=O)NCc3cccs3)c2N)c1C was read as LAP4-GFP MLPCN 98, VLA-4 inh 6, AGP1-GFP MLPCN 106, MEP2 TOR yeast 103, RPL19A-GFP yeast 101, GRK2 aptamer HTS 0, CIT2 TOR yeast 113 and Yeast superoxide 115.
For Cc1ccc2nc(NC(=O)C3CCN(S(=O)(=O)c4ccc5c(c4)oc(=O)n5C)CC3)sc2c1 the results were LAP4-GFP MLPCN 105, VLA-4 inh -9, AGP1-GFP MLPCN 99, MEP2 TOR yeast 103, RPL19A-GFP yeast 100, GRK2 aptamer HTS 0, CIT2 TOR yeast 106 and Yeast superoxide 102.
`Nc1ncnc2c1ncn2[C@@H]1O[C@H](CNCc2ccc(OCc3ccccc3)cc2)[C@@H](O)[C@H]1O` gave LAP4-GFP MLPCN 104, VLA-4 inh 3, AGP1-GFP MLPCN 103, MEP2 TOR yeast 97, RPL19A-GFP yeast 100, GRK2 aptamer HTS 0, CIT2 TOR yeast 108 and Yeast superoxide 108.
For Cc1ccc(/C=C/C(=O)Nc2cccc3cccnc23)o1 the results were LAP4-GFP MLPCN 81, VLA-4 inh -1, AGP1-GFP MLPCN 97, MEP2 TOR yeast 107, RPL19A-GFP yeast 104, GRK2 aptamer HTS 6, CIT2 TOR yeast 107 and Yeast superoxide 98.
Screening CC1CC(C)CN(S(=O)(=O)c2ccc(C(=O)NCc3ccc4c(c3)OCO4)cc2)C1 (stereo unspecified) returned LAP4-GFP MLPCN 94, VLA-4 inh 8, AGP1-GFP MLPCN 101, MEP2 TOR yeast 100, RPL19A-GFP yeast 95, GRK2 aptamer HTS 3, CIT2 TOR yeast 100 and Yeast superoxide 109.
For CC(=O)c1ccc(S(=O)(=O)N2CCC(c3nnc(SCCN4CCCC4)n3C)CC2)cc1 the results were LAP4-GFP MLPCN 93, VLA-4 inh 5, AGP1-GFP MLPCN 100, MEP2 TOR yeast 94, RPL19A-GFP yeast 101, GRK2 aptamer HTS 0, CIT2 TOR yeast 100 and Yeast superoxide 83.
`Cc1cc(-c2nnc(CCC(=O)NCc3ccc(F)c(F)c3)o2)no1` gave LAP4-GFP MLPCN 106, VLA-4 inh 7, AGP1-GFP MLPCN 111, MEP2 TOR yeast 104, RPL19A-GFP yeast 111, GRK2 aptamer HTS 0, CIT2 TOR yeast 107 and Yeast superoxide 95.
Screening O=C(Nc1ccc2nsnc2c1)c1cccs1 returned LAP4-GFP MLPCN 107, VLA-4 inh 20, AGP1-GFP MLPCN 102, MEP2 TOR yeast 105, RPL19A-GFP yeast 102, GRK2 aptamer HTS 1, CIT2 TOR yeast 97 and Yeast superoxide 132.
C=C(C)c1cccc(C(C)(C)NC(=O)N2CCN(c3ncccn3)CC2)c1 was read as LAP4-GFP MLPCN 104, VLA-4 inh 4, AGP1-GFP MLPCN 103, MEP2 TOR yeast 102, RPL19A-GFP yeast 101, GRK2 aptamer HTS 0, CIT2 TOR yeast 102 and Yeast superoxide 97.
`Cc1noc(C)c1CSCC(=O)OCC(=O)N1CC(=O)Nc2ccccc21` gave LAP4-GFP MLPCN 105, VLA-4 inh -2, AGP1-GFP MLPCN 99, MEP2 TOR yeast 106, RPL19A-GFP yeast 104, GRK2 aptamer HTS 1, CIT2 TOR yeast 96 and Yeast superoxide 88.
For COc1ccccc1/C=C/C(=O)NC(=S)N1CCOCC1 the results were LAP4-GFP MLPCN 100, VLA-4 inh 11, AGP1-GFP MLPCN 100, MEP2 TOR yeast 113, RPL19A-GFP yeast 102, GRK2 aptamer HTS 2, CIT2 TOR yeast 105 and Yeast superoxide 94.
Screening O=C(NCc1cccnc1)C(=O)NCC(c1ccco1)N1CCOCC1 (stereo unspecified) returned LAP4-GFP MLPCN 113, VLA-4 inh 5, AGP1-GFP MLPCN 117, MEP2 TOR yeast 101, RPL19A-GFP yeast 104, GRK2 aptamer HTS 0, CIT2 TOR yeast 114 and Yeast superoxide 88.
`COc1ccccc1N(/N=C1\Sc2ccccc2C1=O)C(C)=O` gave LAP4-GFP MLPCN 92, VLA-4 inh -9, AGP1-GFP MLPCN 109, MEP2 TOR yeast 91, RPL19A-GFP yeast 98, GRK2 aptamer HTS 0, CIT2 TOR yeast 101 and Yeast superoxide 84.
Screening COc1ccccc1CNC(=O)C1(C)Oc2cccnc2NC1=O (stereo unspecified) returned LAP4-GFP MLPCN 98, VLA-4 inh 1, AGP1-GFP MLPCN 101, MEP2 TOR yeast 92, RPL19A-GFP yeast 96, GRK2 aptamer HTS 1, CIT2 TOR yeast 95 and Yeast superoxide 84.
